Assay outcomes as filed in PubChem.
MsrA act = activates bovine MsrA enzyme; activation, % at 10.6 µM; AID 602163; 0.3% of 360,000 active; purified bovine MsrA, absorbance read-out; in the data active = activation above about 7.5%;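 note: 0% = vehicle and 100% = reference activator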
FAS TE block = blocks the thioesterase domain of human fatty acid synthase | P49327 | recombinant FAS-TE, OMFH fluorogenic substrate, fluorescence endpoint | inhibition, % at 15 µM | 0.67% of 360,000 active | AID 602261;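 active = compounds whose normalised, plate-corrected inhibition of enzyme fluorescence in the single-dose primary screen is 50% or more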;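 note: 0% = DMSO with enzyme and 100% = substrate without enzyme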
Rin1-Abl PPI inh = inhibitors of human Rin1-Abl protein interaction; 0.4% of 360,000 active; P00519+Q13671; TR-FRET Rin1/Abl binding, biochemical; inhibition, % at 7.35 µM; in the data active = inhibition above about 5%, passing the limit was not always enough
PABP1 MLLE inh = inhibitors of microRNA-mediated deadenylation, human PABP1 MLLE binding; P11940; GST-MLLE / FITC-PAM2 fluorescence polarization; inhibition, % at 20 µM; 0.36% of 360,000 active; AID 588489; in the data active = inhibition above about 35%, passing the limit was not always enough;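 note: plate controls were DMSO wells with GST-MLLE for no effect and wells lacking GST-MLLE protein for full effect; some results filed as inactive read as strong as hits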
Neddylation inh = cullin neddylation inhibition | calls only at 25 µM | TR-FRET cullin neddylation, biochemical | 0.58% of 360,000 active | P61081+Q13564; in the data active = inhibition above about 36%
SKN-1 inh = inhibitors of C. elegans SKN-1. C. elegans VP596 Pgst-4::GFP/RFP ratio, acrylamide-induced, 24 h. inhibition, % at 21.8 µM. 0.49% of 360,000 active;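 active = interference check ratio from 0.5 to 1.5 plus GFP to RFP signal ratio inhibition reaching or exceeding a fixed threshold, cut at about 30% in these data, passing the limit was not always enough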; note: some compounds called inactive have numbers as strong as hits
NRP1-CendR mod = NRP-1/CendR interaction modulation; AID 602438; FAM-RPARPAR peptide binding to NRP-1, fluorescence polarization; 0.85% of 360,000 active; O14786; inhibition, % at 25 µM;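 active = inhibition or corrected inhibition above about 18%, plus a signal ratio from 0.5 to 1.5, limit read from the data, passing the limit was not always enough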; note: strong numbers were not always called active
Target sequence (O14786 whole entry, looked up): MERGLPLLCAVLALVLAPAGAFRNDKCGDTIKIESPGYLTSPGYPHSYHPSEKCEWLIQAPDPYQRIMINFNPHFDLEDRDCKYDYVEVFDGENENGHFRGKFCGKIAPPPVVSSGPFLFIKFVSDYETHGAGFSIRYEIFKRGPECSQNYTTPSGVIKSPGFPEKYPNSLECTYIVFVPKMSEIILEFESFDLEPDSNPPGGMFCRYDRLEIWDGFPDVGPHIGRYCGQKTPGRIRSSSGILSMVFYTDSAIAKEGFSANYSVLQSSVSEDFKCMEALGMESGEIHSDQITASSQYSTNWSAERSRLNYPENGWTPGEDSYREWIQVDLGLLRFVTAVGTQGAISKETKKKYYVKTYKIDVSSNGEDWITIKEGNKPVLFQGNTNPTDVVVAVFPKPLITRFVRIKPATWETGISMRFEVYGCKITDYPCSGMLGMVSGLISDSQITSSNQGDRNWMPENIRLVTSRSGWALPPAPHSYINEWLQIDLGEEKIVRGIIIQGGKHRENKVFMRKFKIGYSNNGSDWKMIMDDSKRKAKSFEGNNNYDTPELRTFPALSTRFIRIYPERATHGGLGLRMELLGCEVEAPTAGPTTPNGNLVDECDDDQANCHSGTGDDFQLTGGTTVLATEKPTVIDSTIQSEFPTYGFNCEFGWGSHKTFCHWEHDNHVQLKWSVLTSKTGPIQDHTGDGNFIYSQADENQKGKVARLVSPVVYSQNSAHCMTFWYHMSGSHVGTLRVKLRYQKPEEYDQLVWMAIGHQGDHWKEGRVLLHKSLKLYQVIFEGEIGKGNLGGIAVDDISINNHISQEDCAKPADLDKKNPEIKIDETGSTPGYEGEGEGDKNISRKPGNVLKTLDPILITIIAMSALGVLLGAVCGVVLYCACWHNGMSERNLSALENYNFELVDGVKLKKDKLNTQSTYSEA
MT1-MMP act inh = MT1-MMP (human) activation inhibition. P50281. HT1080 RFP-PRO-GFP cells, GFP/RFP ratio fluorescence, overnight; percent of plate control window, DMSO zero. GFP/RFP ratio change, % at 20 µM. 0.061% of 360,000 active;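 active = GFP/RFP ratio change of at least 30% with cell ATP level not reduced by more than half and red fluorescence within 50% of control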; note: strong numbers were not always called active
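Assay system: HT1080 cells carrying an RFP-PRO-GFP reporter | Dosing: Single dose of 20 µM compound, 1% DMSO final | Incubation: Cells overnight before dosing, compound overnight, 37 °C, 5% CO2 | Evaluation: GFP/RFP fluorescence ratio | Control set: DMSO and RFP-L50D-GFP cell wells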
E coli Lon inh = inhibitors of E. coli Lon protease; 0.42% of 360,000 active; P0A9M0; purified E. coli Lon protease, fluorescence polarization; inhibition, % at 7.94 µM; in the data active = inhibition above about 13%, passing the limit was not always enough;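 note: 0% = enzyme with probe and DMSO and 100% = no enzyme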
Numbers without * were called inactive; i = inactive; nt = no result given; + = active, no number.

SMILES	MsrA act	FAS TE block	Rin1-Abl PPI inh	PABP1 MLLE inh	Neddylation inh	SKN-1 inh	NRP1-CendR mod	MT1-MMP act inh	E coli Lon inh
O=C(COC(=O)COc1ccc(Cl)cc1Cl)NC1CC1	-1	-8	2	1	i	0	-2	0	13
Cn1cc(C(=O)C(=O)N2CCN(c3ccccc3)CC2)c2ccccc21	-3	-5	2	8	i	8	3	0	4
CCOc1ccc(/C=C/C(=O)OCC(=O)Nc2cccc(S(=O)(=O)N3CCCC3)c2)cc1	-5	28	0	-25	i	-4	11	2	-26
CCN(CC)S(=O)(=O)c1cc(NC(=O)CNc2cccc(S(=O)(=O)N3CCOCC3)c2)ccc1C	-3	2	0	2	i	11	2	-6	8
CCOC(=O)N1CCN(C(=O)CNC(=O)C23CC4CC(CC(C4)C2)C3)CC1	-9	-5	2	-4	i	-4	0	0	-14
CCOC(=O)C1CCCN(c2cc(C)nc3cc(-c4ccc(F)cc4)nn23)C1 (centres undefined)	1	36	3	-2	+	12	-14	0	1
O=[N+]([O-])c1cc([N+](=O)[O-])c(Oc2ccc(F)cc2)cc1NN1CCCCC1	-1	15	-1	-7	i	-4	1	12	5
CCOc1ccc(C(=O)Nc2ccc(C(=O)N3CCOCC3)cc2)c(OCC)c1	-2	-1	6	9	i	5	-7	0	-5
COc1cccc(C2NC(=O)CCC2[N+](=O)[O-])c1 (centres undefined)	-6	-6	2	2	i	-14	2	3	-5
CC(=O)OC(C(=O)N1CCN(c2ccc(F)cc2)CC1)c1ccccc1 (centres undefined)	-3	-5	1	2	i	-13	10	1	-5
CCCCn1nnnc1SCC(=O)c1cc(Cl)ccc1OC	-2	19	-1	-32	i	17	-2	1	-7
CCCCC(=O)Nc1cccc(NC(=O)c2ccc(Br)o2)c1	-3	2	2	8	i	-4	-10	6	-11
CC(O)CNc1ncnc2cc(-c3ccc(F)cc3)sc12 (centres undefined)	-2	-4	-1	7	i	25	11	-3	-8
CC(=O)Nc1c(O)nc(SCC(=O)Nc2nnc(SCc3ccccc3)s2)[nH]c1=O	-3	-5	3	23	i	13	-17	-1	-1
CN(Cc1c(F)cccc1Cl)C(=O)c1ccc(NC(=O)CC2SC(N3CCCC3)=NC2=O)cc1 (centres undefined)	-4	-5	-2	-2	i	-11	-4	3	-6
COc1ccc(OC)c(NC(=O)COC(=O)Cc2ccc(-c3ccccc3)cc2)c1	-3	30	0	-2	i	10	22	-4	0
O=C(c1ccc(Cl)cc1)c1nnc(-c2ccncc2)o1	1	-3	-3	-6	i	7	4	0	-11
CC(=O)Nc1ccc(SC[C@H](C)CN2CC[C@H](C(C)(C)C)CCC2=O)cc1	-1	4	0	46*	i	19	-4	1	-4
NC(=O)COC(=O)Cc1coc2cc3c(cc12)CCC3	-2	-3	4	-7	i	23	-2	-6	-5
COc1ccc(Oc2c(C(F)(F)F)oc3cc(OCC(=O)O)ccc3c2=O)cc1	3	3	1	-7	i	15	-5	2	5
COc1ccc(NC(=O)c2c(NC(=O)CNCc3ccco3)sc3c2CCC3)c(OC)c1	3	14	1	12	nt	-4	-18	2	-5
COc1ccc(N2C(=O)[C@@H]3[C@H](C2=O)[C@H]2c4ccccc4C=CN2[C@@H]3C(C)=O)cc1	-3	-8	0	20	i	5	-29	-22	0
O=C1CSC(=S)N1/N=C/c1ccc2c(c1)OCCO2	-1	1	-2	15	i	-17	-21	-7	-3
CCOc1cc(C2NC(=O)NC(O)(C(F)(F)F)C2C(=O)c2ccccc2)ccc1OC (centres undefined)	-12	-2	3	4	i	-16	0	3	-7
O=C1CC(/C=C/c2ccccn2)=Nc2ccccc2N1	-3	-4	-2	-22	i	13	-15	-13	4
O=C(CC(=O)N/N=C\c1ccc([N+](=O)[O-])cc1)NCCc1ccccc1	-5	52*	-2	15	i	5	1	-3	-10
O=C(Nc1ccc2c(c1)OCO2)c1noc2c1CCCCC2	-2	5	-2	-15	i	8	1	-3	-3
COC1CCN(C(=O)c2ccc3oc(Cc4ccc(Cl)cc4)nc3c2)CC1	-3	-2	0	1	i	10	2	2	9
CC1(C)CC(=O)C=C(NCc2cccnc2)C1	-1	-13	-1	-8	i	4	8	-1	-5
COc1cccc(CN(C)C(=O)c2ccc3c(=O)n4c(nc3c2)CCC4)c1	-2	-1	1	10	i	11	-5	1	-2
COC(=O)[C@H](Cc1ccccc1)NC(=O)N1CCC(C)CC1	-13	-10	-3	-4	i	19	-8	9	3
COc1cc(NCCC(=O)c2cccs2)c(OC)cc1Cl	-2	15	-3	-6	i	8	0	2	-4
Cc1cc(C(=O)Nc2ccccc2C(=O)O)ccc1NC(=O)COc1ccccc1Cl	-1	16	-2	-6	i	6	-32	-4	-4
CCCCSc1nc2ccccc2n1CC(=O)O	2	-8	-3	-8	i	14	-2	2	6
O=C(Cc1ccccc1)NS(=O)(=O)c1ccccc1	-4	-1	3	7	i	8	-4	3	9
COc1ccc(CNC(=O)C2CC(=O)N(c3ccc(OCC(=O)N4C(C)CCCC4C)cc3)C2)cc1 (centres undefined)	-2	-3	-4	8	i	16	1	nt	14
CN1CCN(C(=O)Cn2ncc3c([nH]c4ccccc43)c2=O)CC1	-9	-8	-3	-32	i	-7	-16	-5	-40
CC(C)CC(=O)N1CCN(Cc2ccccc2Br)CC1	-2	-4	0	-1	i	-14	-6	0	-4
NNC(=O)C1CCCn2c1nc1sc3c(c1c2=O)CCCC3 (centres undefined)	-8	-11	-2	-13	i	33	1	0	7
CCCn1cnc2c(c1=O)c1nc3ccccc3nc1n2CCc1ccccc1	1	-4	1	-12	+	11	4	-1	-5
O=C(C1CCN(c2ccc(N3CCOCC3)nn2)CC1)N1CCc2ccccc2C1	-1	-4	-1	2	nt	9	0	-2	6
COC(=O)c1ccc(OCC(=O)c2ccccc2)cc1	-4	-1	1	2	i	2	-2	-1	-15
CC1=CC(C)C(=O)N(C)C(C)=C1 (centres undefined)	-2	-10	-3	1	i	-4	-6	3	6
Cc1oc(/N=C/c2ccccc2O)c(C#N)c1C	0	-4	-3	11	i	2	1	-1	6
CCCn1c(C)cc(-c2csc(N)n2)c1C	-3	-88	-3	22	i	4	-17	-7	-2
Cc1cc2oc(=O)cc(CN3CCC(C)CC3)c2c(C)c1Cl	-4	27	-2	10	i	-18	15	-2	-8
Cc1nc2c(C)cccn2c1C(=O)N/N=C/c1ccccc1[N+](=O)[O-]	-3	-2	0	4	i	5	8	1	4
O=C(CCCC(=O)NN=Cc1ccccc1Cl)NN=Cc1ccccc1Cl	0	4	3	-13	i	-17	9	-2	-1
COCCOc1cc(NCc2ccccc2)c2ncn(C(C)C)c2c1	-7	-4	4	-12	i	31	-8	-3	-11
CCC(=O)Nc1cc(-c2nn3c(C)nnc3s2)ccc1C	1	-4	-4	-4	i	-5	6	4	-1
CC12C=CC3(CN(Cc4ccccc4)C(=O)C3C1C(=O)NC1CC1)O2 (centres undefined)	-1	-6	-3	-9	i	-1	-10	6	5
Cc1ccc(NC(=O)C2C(C(=O)O)C3C=CC2C32CC2)cc1 (centres undefined)	-2	-6	-4	-12	i	-2	1	4	4
COc1cccc(OC)c1OCC(O)CN1CCN(c2ccccc2)CC1 (centres undefined)	-10	1	-2	0	i	-15	-2	1	-3
O=S(=O)(Nc1nc(SCc2ccc(Cl)cc2)n[nH]1)c1ccccc1	-3	25	-4	1	i	-2	-6	4	7
COc1ccc(CNC(=O)C(c2ccccc2F)N(C(=O)c2csnn2)C2CC2)cc1 (centres undefined)	-3	2	0	23	i	4	14	-2	2
O=C(Nc1nn[nH]n1)c1cc(-c2ccc(Cl)c(Cl)c2Cl)nc2ccccc12	-5	4	1	-4	i	-9	-7	-2	-9
COc1ccc(NS(=O)(=O)c2cc(N)ccc2N2CCOCC2)cc1	-4	-2	8.3*	18	i	8	7	2	-4
CCC(NC(=O)c1ccccc1NC(=O)c1ccccc1)C(=O)NNC(=O)c1cccnc1 (centres undefined)	-2	-3	-1	12	i	0	-3	0	-12
CC1CCN(C(=O)c2[nH]cnc2C(=O)Nc2nccs2)CC1	-3	-8	-1	-2	i	29	5	4	-4
O=C(Nc1cccc2nsnc12)c1ccc2c(c1)OCCO2	-3	0	-1	4	+	6	-4	-5	-11
Next results
SMILES	MsrA act	FAS TE block	Rin1-Abl PPI inh	PABP1 MLLE inh	Neddylation inh	SKN-1 inh	NRP1-CendR mod	MT1-MMP act inh	E coli Lon inh
Cc1nc2scc(C)n2c(=O)c1S(=O)(=O)NCc1ccccc1Cl	-3	-4	0	-1	+	4	-1	0	-9
COCCn1nnnc1CN(CCc1ccc(OC)c(OC)c1)Cc1cc2ccc(C)cc2[nH]c1=O	0	-7	0	-7	i	-14	-4	-1	-12
CSc1nc2ccc(S(=O)(=O)Nc3c(C)n(C)n(-c4ccccc4)c3=O)cc2s1	-6	-7	1	6	i	-1	4	3	-6
COC(=O)C1=C(C)NC(=O)NC1c1ccc(-c2ccc(Cl)cc2)o1 (centres undefined)	-2	2	3	2	i	-16	-18	-2	-4
Cc1ccc(S(=O)(=O)N2CCCC2C(=O)NCc2ccccc2F)cc1 (centres undefined)	-3	-3	0	-3	i	9	-1	0	-9
C[C@H](NC(=O)c1cccc([N+](=O)[O-])c1)C(=O)OCC(=O)c1ccccc1Br	-7	14	0	0	i	-1	7	4	0
CC(=O)Nc1ccc(NC(=O)CN(C)CC(=O)Nc2ccccc2Br)cc1	-4	-6	-2	-1	i	-14	-7	2	-3
Cc1ccc(N(CC(=O)NCCc2ccc(Cl)cc2)S(=O)(=O)c2c(C)noc2C)cc1	-4	22	-4	0	i	-12	6	-3	2
CCN1CCc2c(C#N)c(NCc3ccccc3)nc(NCCO)c2C1	2	-5	0	10	nt	0	1	-6	4
O=C1C(Cl)=C(N2CCCCCC2)C(=O)N1c1ccc(Br)cc1	-3	22	-1	5	i	2	-6	0	-5
O=C(NCCc1ccccc1)C1Cc2c(-c3ccccc3Oc3ccccc3)ccnc2O1 (centres undefined)	1	22	-6	-5	i	5	7	-9	-14
Cc1onc(-c2ccccc2)c1C(=O)N/N=C/c1ccc([N+](=O)[O-])c(O)c1	-3	-7	-1	-1	i	7	5	5	-13
COc1ccc(NC(=O)CN(C)C(=O)CCNS(=O)(=O)c2ccc(Br)cc2)cc1	-2	6	-3	-12	i	26	7	1	1
S=c1[nH]nc(Cc2sc(-c3ccccc3)nc2-c2ccccc2)o1	-1	6	-1	-87	i	4	-1	-1	-6
CCOc1ccccc1NC(=O)N1CCc2ccccc2C1	-4	2	4	2	i	1	0	-2	4
COc1ccc(-c2csc(Nc3ccc(C)cn3)n2)cc1OC	-1	16	0	2	i	-1	14	1	1
O=C(CN1C(=O)S/C(=C\C=C\c2ccccc2)C1=O)Nc1ccc(C(=O)O)cc1	-11	4	-3	3	i	-7	-10	-2	-6

Shown as labelled records: part of the list above.
Compound: C[C@H](NC(=O)c1cccc([N+](=O)[O-])c1)C(=O)OCC(=O)c1ccccc1Br
  MsrA act = -7
  FAS TE block = 14
  Rin1-Abl PPI inh = 0
  PABP1 MLLE inh = 0
  Neddylation inh = i
  SKN-1 inh = -1
  NRP1-CendR mod = 7
  MT1-MMP act inh = 4
  E coli Lon inh = 0
Compound: Cc1onc(-c2ccccc2)c1C(=O)N/N=C/c1ccc([N+](=O)[O-])c(O)c1
  MsrA act = -3
  FAS TE block = -7
  Rin1-Abl PPI inh = -1
  PABP1 MLLE inh = -1
  Neddylation inh = i
  SKN-1 inh = 7
  NRP1-CendR mod = 5
  MT1-MMP act inh = 5
  E coli Lon inh = -13
Compound: CC(=O)Nc1ccc(NC(=O)CN(C)CC(=O)Nc2ccccc2Br)cc1
  MsrA act = -4
  FAS TE block = -6
  Rin1-Abl PPI inh = -2
  PABP1 MLLE inh = -1
  Neddylation inh = i
  SKN-1 inh = -14
  NRP1-CendR mod = -7
  MT1-MMP act inh = 2
  E coli Lon inh = -3
